Compound activity from PubChem BioAssay.
IL1B secr inh: qHTS for Inhibitors of Inflammasome Signaling: IL-1-beta AlphaLISA Primary Screen. THP-1 LPS/ATP IL-1B secretion, AlphaLISA, 16 h; stronger effect = lower value. activity change, % at 57.5 µM. hit rate 4.7% among 360,000. AID 743279, 2014; in the data active = activity change below about -50%; inconclusive = mostly about -30% to -49%; note: % is set by controls: 0 for no effect and ±100 for the full control effect
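THP-1 cells pretreated 1 hr with compounds (up to 57.5 uM final), then stimulated with LPS (250 ng/mL final) plus ATP (1.25 mM final); secreted IL-1B measured by AlphaLISA after 16 hr, decreased signal indicating inhibition.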
MCF10A rereplic: A quantitative high throughput screen for small molecules that induce DNA re-replication in MCF 10a normal breast cells. MCF 10A DNA re-replication, Hoechst nuclear intensity, 48 h. Potency, µM (doses to about 46.1 µM), inactives show top-dose activity, positive = re-replication, usual class: activators. hit rate 2.9% among 350,000. AID 624296, 2012; note: potency is the fitted concentration of half-maximal effect; % of control where 0% means no effect; nearly all actives have a fitted effect of over 50% in size
HT1080-NT tox: qHTS for induction of synthetic lethality in tumor cells producing 2HG: qHTS for the HT-1080-NT fibrosarcoma cell line; HT-1080-NT fibrosarcoma viability, CellTiter-Glo ATP luminescence, 48 h; Potency, µM (highest dose often 46.1 µM), for inactives: at the top dose activity, negative = less viability, hits mostly cytotoxic; hit rate 1.6% among 360,000;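 note: NT is the 2HG producing partner of a matched IDH1 knockdown line; potency is the fitted concentration of half-maximal effect; 0% = DMSO-treated cells and -100% = media-only wells without cells; nearly all actives have a fitted effect of over 55% in size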
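Compounds were tested in concentration-response format on HT-1080-NT cells for 48 hours at 37 degrees C. Cell viability came from CellTiter-Glo luminescence; curves were classified by r2, response magnitude and activity.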
KB-V1 MDR tox: qHTS assay for MDR1-selective chemotherapeutics: Primary screen using the drug-selected MDR subline cells KB-V1 | KB-V1 MDR cells viability, CellTiter-Glo, 72 h | Potency, µM (highest dose often 46.1 µM), without a hit: at the highest dose activity change, negative = cytotoxicity, actives largely listed as cytotoxic | hit rate 3.4% among 400,000 | AID 1347076, 2019; note: potency is the fitted concentration of half-maximal effect; % is set by controls: 0 for no effect and ±100 for the full control effect; nearly all actives have a fitted effect of over 60% in size
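KB-V1 cells (P-gp-expressing MDR subline of KB-3-1) in phenol-red-free DMEM with 10% FBS were exposed to library compounds over a concentration series for 72 h at 37 degrees C. Viability read by CellTiter-Glo luminescence; concentration-effect curves fitted after normalization.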
HT1080 IDH1KD tx: qHTS for induction of synthetic lethality in tumor cells producing 2HG: qHTS for the HT-1080-IDH1KD cell line | hit rate 2% among 360,000 | HT-1080 IDH1 knockdown viability, ATP luminescence, 48 h | Potency, µM (highest dose often 46.1 µM), without a hit: at the highest dose activity, negative = toxicity, usual class: cytotoxic | AID 686971, 2013;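 note: potency is the fitted concentration of half-maximal effect; 0% = DMSO wells and -100% = cell-free medium wells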
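In this qHTS, HT-1080 cells depleted of IDH1 are exposed for 48 h at 37 °C to compound titrations. Toxicity is scored from CellTiter-Glo luminescence, with DMSO as full viability and medium alone as none.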
SW480 rereplic: A quantitative high throughput screen for small molecules that induce DNA re-replication in SW480 colon adenocarcinoma cells | SW480 DNA re-replication, Hoechst DNA content imaging, 48 h | Potency, µM (series often up to 46.1 µM), for inactives: top-dose re-replication activation, usual class: activators | hit rate 1.8% among 340,000 | AID 624297, 2012; note: potency is the fitted concentration of half-maximal effect; % of control where 0% means no effect; nearly all actives have a fitted effect of over 55% in size
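SW480 cells exposed to compounds for 48 hr at 37 C, 5% CO2, then Hoechst-stained 40 min. Nuclear DNA content imaged by fluorescence scanning (405 nm excitation, 500-530 nm emission); re-replication scored as increased high-intensity nuclei.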
KB-3-1 tox: qHTS assay for MDR1-selective chemotherapeutics: Primary screen using the parental adenocarcinoma cell KB-3-1. hit rate 1.4% among 400,000. Potency, µM (series often up to 46.1 µM), without a hit: at the top dose activity change, negative = cytotoxic, hits mostly cytotoxic. KB-3-1 viability, CellTiter-Glo ATP luminescence, 72 h. AID 1347075, 2019; note: potency is the fitted concentration of half-maximal effect; % is set by controls: 0 for no effect and ±100 for the full control effect; nearly all actives have a fitted effect of over 60% in size
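KB-3-1 cells, DMEM (no phenol red) + 10% FBS; compound by pin transfer, 72 h, 37 °C. Readout: CellTiter-Glo luminescence after 10 min. Data normalized, curve-fitted.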
ATXN2 expr inh: Primary qHTS for Inhibitors of ATXN expression. Potency, µM (series often up to 57 µM), for inactives: at the highest dose activity change, negative = inhibition, usual class: inhibitors. hit rate 0.72% among 360,000. HEK-293 ATXN2-luciferase reporter, luminescence, 24 h; note: potency is the fitted concentration of half-maximal effect; % is set by controls: 0 for no effect and ±100 for the full control effect; nearly all actives have a fitted effect of over 55% in size
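qHTS (up to 57 uM final) was run with 24 h compound exposure of reporter cells at 37 °C. Each well was multiplexed: SteadyGlo luminescence measured ATXN2-luciferase expression after a fluorogenic Gly-Phe-AFC viability readout (25 uM final).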
WRN inhibitor: qHTS for Inhibitors of WRN Helicase; Bifunctional 3'-5' exonuclease/ATP-dependent helicase WRN (Homo sapiens), Q14191; Potency, µM (titrated, usually from 114 µM), without a hit: at the top dose activity change, negative = inhibition, usual class: inhibitors; WRN helicase unwinding, fluorescent forked duplex, kinetic; hit rate 0.46% among 360,000; note: potency is the fitted concentration of half-maximal effect; % is set by controls: 0 for no effect and ±100 for the full control effect; nearly all actives have a fitted effect of over 55% in size
Target sequence (Q14191 whole entry, looked up): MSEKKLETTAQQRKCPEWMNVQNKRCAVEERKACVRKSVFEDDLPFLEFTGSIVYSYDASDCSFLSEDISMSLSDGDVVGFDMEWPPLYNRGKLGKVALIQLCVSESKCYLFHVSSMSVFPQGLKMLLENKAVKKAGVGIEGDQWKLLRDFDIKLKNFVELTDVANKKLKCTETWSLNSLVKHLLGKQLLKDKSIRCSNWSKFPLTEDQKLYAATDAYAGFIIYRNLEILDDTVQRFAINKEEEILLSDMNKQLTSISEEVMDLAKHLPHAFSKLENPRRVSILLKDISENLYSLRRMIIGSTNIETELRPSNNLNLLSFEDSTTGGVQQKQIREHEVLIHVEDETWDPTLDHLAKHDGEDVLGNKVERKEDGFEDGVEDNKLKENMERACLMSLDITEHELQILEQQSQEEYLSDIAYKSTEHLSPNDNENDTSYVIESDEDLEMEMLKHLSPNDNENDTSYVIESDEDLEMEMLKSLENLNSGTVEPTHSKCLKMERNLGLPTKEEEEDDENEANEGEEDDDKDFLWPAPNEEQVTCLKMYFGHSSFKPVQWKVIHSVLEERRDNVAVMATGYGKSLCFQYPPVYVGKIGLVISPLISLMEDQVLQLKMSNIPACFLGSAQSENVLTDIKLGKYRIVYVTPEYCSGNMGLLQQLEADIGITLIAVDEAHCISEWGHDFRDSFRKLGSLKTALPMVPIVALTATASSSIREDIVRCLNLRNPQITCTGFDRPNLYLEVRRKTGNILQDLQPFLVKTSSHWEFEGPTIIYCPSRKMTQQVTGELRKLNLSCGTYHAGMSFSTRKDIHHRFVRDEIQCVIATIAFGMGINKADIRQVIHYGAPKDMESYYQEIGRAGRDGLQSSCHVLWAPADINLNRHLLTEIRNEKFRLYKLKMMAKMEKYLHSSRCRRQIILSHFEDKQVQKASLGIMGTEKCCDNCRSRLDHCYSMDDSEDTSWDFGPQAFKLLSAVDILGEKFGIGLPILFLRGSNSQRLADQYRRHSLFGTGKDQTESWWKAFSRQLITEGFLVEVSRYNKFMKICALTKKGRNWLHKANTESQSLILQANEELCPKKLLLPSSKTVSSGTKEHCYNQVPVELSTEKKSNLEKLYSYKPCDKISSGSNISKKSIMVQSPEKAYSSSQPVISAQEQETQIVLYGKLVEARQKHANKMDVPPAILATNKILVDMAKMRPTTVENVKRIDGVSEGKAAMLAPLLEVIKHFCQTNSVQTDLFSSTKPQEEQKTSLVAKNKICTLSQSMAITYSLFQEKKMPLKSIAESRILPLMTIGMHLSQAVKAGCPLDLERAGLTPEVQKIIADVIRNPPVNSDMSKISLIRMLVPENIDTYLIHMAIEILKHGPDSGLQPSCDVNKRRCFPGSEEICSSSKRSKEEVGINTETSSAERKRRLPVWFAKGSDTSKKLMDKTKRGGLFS
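Screening of the MLSMR collection measured strand separation of a quenched forked DNA duplex (100 nM) by 20 nM WRN with 2 mM ATP, all final. Compounds were preincubated with enzyme 15 min at room temperature.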
An asterisk follows results filed as active; ? = inconclusive; nt = not tested or not shown; & = joins results of further samples; [ ] = another dose, or the depositor's remark. Unless noted, calls come from the whole dose curve; as a rule, active = well fitted curve in the direction sought with a large enough effect; inconclusive = small, poorly fitted or top-dose-only effect, or another doubt; inactive = no such curve, though single readings can be large; an effect the other way counts as inactive or inconclusive.

SMILES,IL1B secr inh,MCF10A rereplic,HT1080-NT tox,KB-V1 MDR tox,HT1080 IDH1KD tx,SW480 rereplic,KB-3-1 tox,ATXN2 expr inh,WRN inhibitor
Cc1ccc(Nc2c(-c3ccc(N(C)C)cc3)nc3ncccn23)cc1,-8,?,26%,5%,17%,28%,-1%,26%,-12%
CC1(c2ccccc2)NC(=O)N(CC(=O)Nc2cc(S(=O)(=O)N3CCOCC3)ccc2Cl)C1=O (centres undefined),14,-25%,-2%,20%,2%,4%,11%,10%,-2%[57.1 µM]
COc1ccc2[nH]cc(CCNS(=O)(=O)Cc3ccccc3)c2c1,-10,-9%,-6%,8%,0%,-1%,1%,-11%[11.3 µM],-27%
O=C(COC(=O)c1ccccc1OCC(=O)Nc1ccc(Br)cc1)Nc1ccccc1,12,1%,2%,-20%&0%,0%,-5%,-12%&0%,-5%,-12%
CCC1(CC)NC(=O)N(CC(=O)OCC(=O)Nc2ccccc2[N+](=O)[O-])C1=O,-7,11%,13%,2%,16%,0%,0%,19%,8%
C=Cc1ccc(C(=O)NC2CCCN(Cc3ccccc3F)C2)cc1 (centres undefined),-15,16%,21%,-3%,2%,0%[9.22 µM],2%,6%,-18%
Cc1ccc(S(=O)(=O)CCc2nnc(NC(=O)C3CCCCC3)s2)cc1,0,5%,14%,-1%,11%,1%,29%,-7%,1%
CCOC(=O)N1CCC(N(CCN(C)C)C(=S)Nc2cc(C)ccc2C)CC1,0,-3%,14%,12%,19%,6%,26%,1%,3%
Cc1sc2nc(SCC(=O)N(C)C)[nH]c(=O)c2c1C,8,-16%,13%,0%,7%,-4%,10%,3%,-7%
Cc1cc(=O)oc2cc(NC(=O)c3c(Cl)cnn3C)ccc12,?,4%,10%,-17%,-1%,?,0%,1%,-9%
Cc1ccc(Oc2cc([N+](=O)[O-])cc3c2C(=O)Nc2ccccc2O3)cc1,-17,21%,?,-27%,-28%,0%,?,-12%,-17%
CC(/C=N/NC(=O)c1ccccc1F)=C\c1ccccc1,-11,5%,-13%,16%,-21%,?,-21%,11%,4%
COc1ccc(CN2CCN(S(=O)(=O)c3ccc(NC(C)=O)cc3)CC2)c(OC)c1OC,-4,39%,-4%,-18%,-1%,16%,?,nt,3%
O=C(CN1C(=O)NC2(CCCC2)C1=O)N1CCN(c2ccccc2Cl)CC1,13,0%,-1%,-21%,2%,-16%,13%,30%,10%
CCc1nc2ccc(C(=O)NCCN3CCOCC3)cn2c1N(CC)CCOC,50,nt,-27%,0%,?,nt,0%,-5%,-1%
COc1ccccc1N1CCN(CCC(=O)Nc2ccc(F)cc2)CC1,-8,-4%,0%,-15%,-12%,6%,0%,-11%,-5%
CCOc1ccc(OCC)c(NC(=O)CN(C)S(=O)(=O)c2cccc3nsnc23)c1,?,23%,-19%,0%,-1%,14%,-24%,-17%,-20%
COc1ccc(NC(=O)C2=CC(c3cccs3)=NS(=O)(=O)N2C)cc1,-5,0%,0%,-1%&-4%,-1%,0%,1%&7%,-24%&-8%,-3%
Cc1ccc2nc(C3CCN(CC(=O)N4CCCCCC4)CC3)[nH]c2c1,-7,-26%,3%,4%,-8%,-4%,-7%,0%,2%
CCOc1ccccc1N=NC1C(=O)N(C(N)=S)N=C1C (centres undefined),41,2%,9%,-15%,9%,?,-20%,?,3%[57.1 µM]
Cn1c(CC(=O)Nc2ccc(F)cc2)nnc1SCC(=O)NC1CCCCC1,-3,0%,4%,28%,2%,-9%,23%,0%,-5%
NC(=O)c1ccc(-c2csnn2)cc1,6,1%,-7%,?,0%,4%,8%,35%,-7%
Cc1cc(OCC(O)CNC(C)(C)C)ccc1Cl (centres undefined),-14,2%,-3%,-9%,-6%,-4%,-9%,-23%,1%[57.1 µM]
O=C(Nc1ccnn1C1CCN(Cc2ccccc2)CC1)c1ccccc1Cl,?,-13%,-15%,-18%,-10%,-7%,-8%,-16%,1%
CC(=O)c1cccc(NC(=S)NCCC2=CCCCC2)c1,-16,12%,-23%,-22%,?,-3%[9.22 µM],-12%,2%,-1%
O=C1OC(c2ccc(O)cc2)(c2ccccc2O)c2ccccc21 (centres undefined),?,10%,-3%,-10%,-7%,-7%,8%,-9%,-13%
COc1cc(S(=O)(=O)n2nc(C)cc2C)ccc1Cl,-4,-2%,1%,3%,13%,1%,2%,2%,1%
CN(C)c1cc[n+](CC[n+]2ccc(N(C)C)cc2)cc1,21,-12%,-1%,12%,-2%,-13%,-3%,8%,-8%
Nc1cccnc1Sc1ccc(Cl)cc1,-25,1%,-1%,0%,0%,-5%,-1%,nt,-11%
COc1cccc(NC(=O)Nc2cc(C(=O)NCC3CCCO3)ccc2N2CC3CC(C2)c2cccc(=O)n2C3)c1 (centres undefined),-12,-1%,-1%,16%,-2%,3%,25%,2%,1%
COC(=O)c1ccc(COc2ncnc3sccc23)cc1,1,3%[9.22 µM],0%,-11%,-7%,?,-16%,-26%,2%
O=C(c1cccc(F)c1)N1CCCC(C(=O)N2CCCCC2)C1 (centres undefined),-5,0%,2%,-9%,0%,-13%,0%,nt,2%
COc1ccc(C(N)c2csc(Nc3ncccn3)n2)cc1 (centres undefined),-10,nt,-14%,-1%,-15%,nt,0%,-29%,3%
CCc1ccc2c(c1)NC(=O)C2(C)Cc1ccc(Cl)s1 (centres undefined),-8,nt,?,?,?,nt,-19%,?,-6%
Nc1nc2ncccn2c1-c1ccc(F)cc1,29,nt,24%,4%,16%,nt,10%,nt,1%
O=C(NC1CCCCC1)c1cccc(Cn2cc(Cl)cn2)c1,?,9%,2%,0%,3%,4%,17%,-1%,4%
CC1(C)CC(=O)C=C(NCCc2c[nH]c3ccccc23)C1,-13,4%,8%,12%,15%,?,18%,8%,0%
O=C(NC1CCCCC1)C1CCCN1C(=O)Nc1ccccc1 (centres undefined),19,-25%,14%,-1%,6%,-31%,3%,5%,-18%
O=C1c2ccccc2C(=O)N1CCN1CCCCC1,2,-4%,8%,33%,6%,1%,9%,7%,-22%
O=C1c2ccccc2C(=O)c2c1cccc2N(CCO)CCO,-10,-26%,?,13%,-29%,-12%[1.84 µM],0%,-2%,-9%[57.1 µM]
COC(CNC(=O)c1c[nH]c2ccc(S(=O)(=O)N3CCOCC3)cc2c1=O)OC,1,-1%,-1%,?,-1%,3%,6%,4%,2%
Cc1ccc(-c2nc3c4ccccc4ccn3c2Cc2cccc(Cl)c2)cc1,24,nt,?,0%,?,nt,-4%,7%,-12%
O=C(C1CC1)N1N=C2CCCCC2C1(O)C(F)(F)F (centres undefined),-13,22%,-6%,12%,-1%,-1%,?,nt,8%
O=C1CCC(c2ccccc2)N1C(=O)c1cccnc1 (centres undefined),7,-2%,13%,1%,4%,-2%,11%,-15%,-2%
Cc1cc(C(=O)N2CCC2(C)C(=O)Nc2cccc3c2CCCC3)nn1C (centres undefined),-4,nt,22%,3%,-2%,nt,0%,5%,2%
Cc1nn(C)c(C(=O)NC(=S)Nc2ccc([N+](=O)[O-])cc2)c1Cl,53,3%,?,7%,?,-2%,?,-16%,-12%
COc1ccc2c(c1)C(NC(=O)C(F)(F)F)CC2=O (centres undefined),-1,3%,16%,1%,3%,-1%,-7%,nt,7%
Cc1onc(-c2ccccc2Cl)c1C(=O)Nc1cccnc1,44,-6%,-3%,9%,5%,-11%,2%,-1%,3%
O=[N+]([O-])c1cccnc1N1CCN(c2ccc(F)cc2)CC1,-4,0%,-1%,-6%,-5%,-2%,-10%,5%,4%
N#Cc1ccccc1OCC(=O)NNC(=O)CNC(=O)c1ccc(Br)o1,22,1%,5%,27%,0%,-4%,25%,-1%,-21%
COc1ccc(OC)c(NC(=O)CSc2nnc(Cc3cccn3C)n2-c2ccc(F)cc2)c1,10,1%,-4%,-9%,2%,6%,2%,5%,-2%
Cc1ccc(-c2cc(C(=O)NCC3CCCO3)c3ccccc3n2)cc1C (centres undefined),1,5%,9%,1%,25%,-7%,1%,-22%,5%
COc1cccc2[nH]c3c(N4CCc5ccccc5C4)ncnc3c12,?,?,-12%,-2%,-13%,-2%,-2%,-35%,-7%
COc1ccccc1NS(=O)(=O)CC12CCC(CC1=O)C2(C)C (centres undefined),2,-3%,4%,2%,7%,-7%,4%,3%,6%
Cc1ccccc1N=C1NC(=O)CS1,11,-1%,12%,25%,12%,-4%,0%,1%,6%
C=CCOc1ccc(C2C(C(=O)c3ccco3)=C(O)C(=O)N2Cc2cccnc2)cc1 (centres undefined),30,-1%,7%,2%,3%,1%,5%,2%,1%
